# From PubChem
# ARFGAP1 inhibitor – inhibitors of rat ARFGAP1 GAP activity, primary screen, biochemical, fluorescence polarization, GDP tracer; actives 0.26% (n = 360,000); ADP-ribosylation factor GTPase-activating protein 1 (Rattus norvegicus), Q62848; inhibition, % at 16.5 µM; Arfgap1-stimulated ARF1 GTP hydrolysis, GDP FP detection;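 active means inhibition above a per-plate limit, mean inhibition of low control wells plus 3 SD, cut at about 25% in these data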;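 further: 0% = DMSO wells with enzyme and 100% = wells lacking Arfgap1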
# Target sequence (Q62848 1-136 limits assumed): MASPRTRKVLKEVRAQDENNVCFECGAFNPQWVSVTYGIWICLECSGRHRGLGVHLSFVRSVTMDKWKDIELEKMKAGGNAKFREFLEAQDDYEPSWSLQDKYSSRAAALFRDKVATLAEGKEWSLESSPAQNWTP
#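 Material: truncated rat Arfgap1 GAP domain; Incubation: compound-enzyme preincubation 20 min, reaction 120 min, detection 60 min, 25 °C; Read-out: percent inhibition of Arfgap1-stimulated GTP hydrolysis; Technique: FP, GDP Alexa 633 tracer displaced from anti-GDP antibody, 620/688 nm; Controls: No-Arfgap1 wells (100%) versus DMSO full-reaction wells (0%); Replication: single well per compound.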
# DDE Tn7 FP inh – inhibitors of Tn7 peptide binding to fibrin DD(E), primary screen, biochemical, fluorescence polarization, human fibrin, Tn7 probe. FP displacement of FITC-Tn7 peptide from fibrin DD(E); 0% = median of compound wells per plate. inhibition, % at 8.3 µM. actives 0.13% (n = 370,000);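 active means inhibition above the mean of compounds falling within the control limits plus 3 SD of them, cut at about 14% in these data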;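 further: 0% = plate median of compound wells and 100% = 10 µM Aha-Tn7 peptide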
# Target sequence (P02675 whole entry, looked up): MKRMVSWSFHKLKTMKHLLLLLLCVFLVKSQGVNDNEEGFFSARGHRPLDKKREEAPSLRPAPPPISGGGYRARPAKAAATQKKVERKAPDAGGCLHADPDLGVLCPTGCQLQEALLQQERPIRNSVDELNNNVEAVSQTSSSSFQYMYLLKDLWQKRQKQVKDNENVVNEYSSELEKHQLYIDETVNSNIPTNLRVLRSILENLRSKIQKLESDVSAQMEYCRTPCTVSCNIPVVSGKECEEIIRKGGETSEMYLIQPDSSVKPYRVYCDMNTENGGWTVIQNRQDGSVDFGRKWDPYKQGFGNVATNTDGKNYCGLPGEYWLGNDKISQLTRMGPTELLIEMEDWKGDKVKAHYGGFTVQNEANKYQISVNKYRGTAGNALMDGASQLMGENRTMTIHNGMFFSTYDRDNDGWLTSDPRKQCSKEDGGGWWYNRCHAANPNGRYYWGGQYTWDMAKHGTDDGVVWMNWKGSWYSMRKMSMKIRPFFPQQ
#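 Also added: labelled Tn7 tracer, 0.1 µM; Assay system: human fibrin DD(E) protein; Amount: 2 µM fibrin DD(E); Schedule: 10 min compound pre-incubation, 3 h probe incubation at room temperature; Repeats: one replicate per compound; Read-out basis: percent inhibition; Measured by: fluorescence polarization of the labelled Tn7 tracer.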
# PLC-gamma1 inh – PLC-gamma1 enzyme inhibitors, primary screen, biochemical, fluorescence, purified enzyme; 1-phosphatidylinositol 4,5-bisphosphate phosphodiesterase gamma-1 (Homo sapiens), P19174; fluorogenic substrate; inhibition, % at 12.2 µM; actives 0.84% (n = 370,000); in the data active means inhibition above about 9.5%
# PLCb3 inh – human PLC-beta3 inhibitors, primary screen, biochemical, fluorescence; inhibition, % at 12.2 µM; Purified PLC-beta3, fluorogenic substrate; actives 0.18% (n = 370,000); 1-phosphatidylinositol 4,5-bisphosphate phosphodiesterase beta-3 (Homo sapiens), Q01970; in the data active means inhibition above about 11%;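 further: 0% = median of compound wells on plate and 100% = full blocker control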
# UHRF1 MBD2 ctr – UHRF1 methylated DNA binding inhibitors, primary screen, counter-screen for MBD2 inhibitor project, biochemical, TR-FRET, human UHRF1, single concentration; E3 ubiquitin-protein ligase UHRF1 (Homo sapiens), Q96T88; UHRF1 binding to methylated oligo; inhibition, % at 4.4 µM; actives 0.75% (n = 370,000); in the data active means inhibition above about 21%;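 further: UHRF1 SRA domain binding a hemimethylated CpG hairpin DNA probe; 0% = median of test compound wells and 100% = reference inhibitor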
# Tn6 DDE FP – inhibitors of Tn6 peptide binding to fibrin DD(E), primary screen, biochemical, fluorescence polarization, human fibrin, Tn6 probe; Fibrinogen beta chain (Homo sapiens), P02675; Fibrin DD(E) TRITC-Tn6 fluorescence polarization displacement; actives 0.21% (n = 370,000); inhibition, % at 8.3 µM;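 active means inhibition above a per-campaign cutoff: mean of compounds within control limits plus 3 SD, cut at about 15% in these data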;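 further: 0% = median of all compound wells on the plate and 100% = blocking peptide control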
# MBD2 inh – inhibitors of MBD2 binding to methylated DNA, primary screen, biochemical, TR-FRET, DNA-binding domain, human; inhibition, % at 4.4 µM; actives 0.31% (n = 370,000); MBD2 binding to methylated oligonucleotide; Methyl-CpG-binding domain protein 2 (Homo sapiens), Q9UBB5; in the data active means inhibition above about 13%
# Target sequence (Q9UBB5 whole entry, looked up, the tested form may be a part): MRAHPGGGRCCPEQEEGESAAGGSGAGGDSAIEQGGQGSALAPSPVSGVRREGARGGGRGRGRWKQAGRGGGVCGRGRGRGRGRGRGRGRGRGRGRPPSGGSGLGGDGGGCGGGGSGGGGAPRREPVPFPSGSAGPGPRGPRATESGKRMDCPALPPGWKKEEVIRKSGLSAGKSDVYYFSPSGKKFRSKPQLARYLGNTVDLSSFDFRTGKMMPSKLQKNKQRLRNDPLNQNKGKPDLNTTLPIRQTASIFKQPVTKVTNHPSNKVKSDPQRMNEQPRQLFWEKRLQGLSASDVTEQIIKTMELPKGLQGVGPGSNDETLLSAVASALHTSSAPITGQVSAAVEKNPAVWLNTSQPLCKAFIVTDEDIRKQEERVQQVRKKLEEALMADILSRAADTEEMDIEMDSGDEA
# ASAP1 GAP inh – inhibitors of human ASAP1 ArfGAP activity, primary screen, biochemical, fluorescence polarization; Arf-GAP with SH3 domain, ANK repeat and PH domain-containing protein 1 (Homo sapiens), …; ASAP1-stimulated ARF1 GTP hydrolysis, GDP FP detection; inhibition, % at 16.5 µM; actives 0.19% (n = 360,000); in the data active means inhibition above about 25%;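 further: 0% = vehicle with enzyme and substrate and 100% = no enzyme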
# ADAM17 inh – ADAM17 inhibitors, primary screen, biochemical, QFRET; recombinant ADAM17, EDANS/DABCYL FRET peptide cleavage; inhibition, % at 6.95 µM; AID 720648, 2013; actives 0.83% (n = 370,000);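 active means inhibition above the mean of compounds lying between control limits plus 3 SD, set per campaign, cut at about 8.5% in these data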;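 further: 0% = DMSO-only wells as the low control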
# proKLK7 act – proKLK7 zymogen activators, primary screen, biochemical, fluorescence intensity | activation, % at 7 µM | purified proKLK7, EDANS-DABCYL substrate fluorescence; 100% is mature enzyme control, 0% vehicle | actives 0.9% (n = 370,000) | AID 652039, 2013 | Kallikrein-7 (Homo sapiens), P49862;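 active means activation above the mean of all tested compounds plus 3 SD, computed per campaign excluding outliers beyond control limits, cut at about 13% in these data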
# Active calls of the source: *.
# Values run as follows: ARFGAP1 inhibitor	DDE Tn7 FP inh	PLC-gamma1 inh	PLCb3 inh	UHRF1 MBD2 ctr	Tn6 DDE FP	MBD2 inh	ASAP1 GAP inh	ADAM17 inh	proKLK7 act
1. COCCN(C(=S)Nc1ccccc1C)C(C)c1cccs1 (stereo not given)
 : -2	1	1	3	0	-4	-7	2	1	0.8
2. CCN(CCC(=O)Nc1cc(OC)ccc1OC)Cc1ccccc1
 : 9	-4	0	-9	3	5	9	-1	-3	-1.0
3. O=C(OCC(=O)c1ccc[nH]1)C1=COCCO1
 : -7	-1	-1	-9	0	-2	-4	-13	-6	-0.1
4. O=C(OC1CCOC1=O)c1cncc(Br)c1 (stereo not given)
 : 3	-6	8	2	1	-4	2	3	3	0.4
5. Cc1ccc(S(=O)(=O)N2CCCCC2)cc1NC(=O)COC(=O)Cc1c(F)cccc1Cl
 : -3	-8	0	0	-3	1	-5	2	5	0.0
6. CC1(C)CC(=O)C2=C(C1)OC1=C(C(=O)CC(C)(C)C1)C2c1ccc(O)c([N+](=O)[O-])c1
 : 4	5	0	-3	3	-10	1	1	-2	-0.3
7. Cc1ccc(NC(=O)C(C)Sc2nnc(C)n2CC2CCCO2)cc1 (stereo not given)
 : -6	1	-3	-7	1	4	0	0	0	-0.8
8. C/C(=N\NC(=O)Cn1ccc(C(F)(F)F)n1)c1ccc2c(c1)OCO2
 : -14	-2	-1	-2	1	4	1	3	-1	0.0
9. CCOC(=O)c1sc2nccc(OC)c2c1N=CN(C)C
 : -3	3	-27	-34	0	7	1	-1	-24	1.7
10. O=C1CCN(S(=O)(=O)c2cccs2)c2ccc(C(F)(F)F)cc2N1
 : -5	2	-1	3	-2	2	-2	0	-1	0.1
11. O=S(=O)(/C=C/c1ccccc1)Nc1ccc(N2CCOCC2)cc1
 : 1	-3	0	0	1	-5	2	-8	2	-0.2
12. CCN1CCN(C(=S)NCC2CCCO2)CC1 (stereo not given)
 : 17	-4	1	3	-1	-3	-4	-9	2	0.4
13. Cc1ccc(C)c(OCCC(=O)NNC(=O)Cn2nc(C)cc2C)c1
 : -1	-1	3	5	-1	2	-3	6	5	0.2
14. Cc1cccc(Oc2ncnc3onc(C)c23)c1C
 : 0	-7	0	1	-1	-7	-4	-2	-3	0.7
15. C[N+]1(CCCOC(=O)C2(c3ccccc3)CCCC2)CCOCC1
 : -4	2	-1	-2	3	3	2	-2	-4	-0.2
16. CC1(C(=O)NS(=O)(=O)c2cccc(OC(F)F)c2)CCN1C(=O)Cc1cccs1 (stereo not given)
 : 12	2	-1	5	1	7	1	-4	2	-0.1
17. COc1cc(C2N=C(c3ccccc3)NO2)cc(Br)c1O (stereo not given)
 : 3	5	-31	-43	-1	-4	-2	-9	-11	7.7
18. O=S(=O)(Nc1ccccc1)c1ccc(-c2csnn2)cc1
 : 18	0	9	-3	0	-4	-8	-5	0	-0.5
19. COC(=O)C1CC23C=CCN4CCC5(c6ccccc6NC15C2C)C43 (stereo not given)
 : -10	3	-5	-11	0	3	2	-7	-8	-0.1
20. O=C(Cn1sc2ccccc2c1=O)Nc1ccc(F)cc1
 : 1	-3	-2	3	0	8	2	10	-6	0.3

# (more compounds)
# Values run as follows: ARFGAP1 inhibitor	DDE Tn7 FP inh	PLC-gamma1 inh	PLCb3 inh	UHRF1 MBD2 ctr	Tn6 DDE FP	MBD2 inh	ASAP1 GAP inh	ADAM17 inh	proKLK7 act
21. O=C(NCc1ccccc1)C1CCCN(S(=O)(=O)c2cccs2)C1 (stereo not given)
 : -5	-4	9	7	2	1	0	-11	4	-0.3
22. COc1ccc(C)cc1N(CC(=O)NC1CCCC1)C(=O)Cn1nnc(-c2ccc(C)o2)n1
 : -1	9	3	-5	-2	-1	-1	-15	0	-0.6
23. Cc1ccc(NNC(=O)CCc2ccccc2)c(C)c1
 : -8	0	0	-6	1	-3	-4	-15	-2	-0.2
24. O=C(O)CSc1cc(NS(=O)(=O)c2ccc(Br)cc2)c2ccccc2c1O
 : -1	3	-1	-18	-6	-8	-9	3	-9	-2.9
25. O=C1C2CCCCN2C(=O)N1CCN1CCN(c2ccc(F)cc2)CC1 (stereo not given)
 : 4	-4	3	-4	1	-1	-5	0	-3	-0.2
26. Cc1ccc(CN2CCCCC2C(=O)Nc2ccc(Oc3cccnc3)cc2)o1 (stereo not given)
 : 3	-7	-1	-6	0	-1	-5	4	-5	0.3
27. Cn1cc(Br)c(NC(=O)/C=C/C(=O)O)n1
 : -7	-5	5	0	1	-9	-1	7	1	0.3
28. Cc1nc(COc2cc3oc(=O)cc(C)c3cc2Cl)cs1
 : -3	5	-50	-76	-1	3	-1	-16	-106	1.3
29. Cc1ccc(C(=O)N/C(=C\c2cccnc2)C(=O)N2CCCC2)cc1
 : 16	-4	4	0	2	4	0	-1	1	-0.4
30. Cc1ccc(NC(=O)CSc2nnc(C)c(=O)[nH]2)cc1C
 : 7	0	-1	-4	2	3	4	8	-1	0.1
31. CC(O)(c1ccccc1)c1nc(-c2cccc(C(F)(F)F)c2)cs1 (stereo not given)
 : 8	-6	2	1	1	0	-2	14	7	-0.5
32. S=C(NCCc1ccccc1)NC1CC1
 : -9	0	6	2	0	1	0	-6	2	-0.2
33. CCN(c1nc(C)cc(OC)n1)S(=O)(=O)c1ccccc1
 : -4	-4	1	1	2	-5	-7	7	3	-0.2
34. CCCCCn1nc(C(=O)OCC(=O)c2c(N)n(C)c(=O)n(C)c2=O)c2ccccc2c1=O
 : -5	-1	3	-3	2	2	-1	19	0	-0.4
35. CCc1ccc(OCC(=O)NNC(=O)Cc2ccc(S(=O)(=O)N3CCOCC3)s2)cc1
 : -5	0	-9	-7	-1	7	4	-6	3	-0.4
36. Cc1cc(NC(=O)COC(=O)c2c(C)c(C)c(C)c(C)c2C)no1
 : 12	-4	6	-3	0	-8	-6	-2	3	0.1
37. COc1ccc(S(=O)(=O)N2CCCCCC2)cc1NC(=O)CCNC(=O)c1ccc(Cl)cc1
 : 6	1	3	4	-1	-2	-1	7	0	-0.5
38. CCC(=O)Nc1c(-c2ccc3ccccc3c2)nc2ccccn12
 : -14	4	-111	-172	-2	-1	-2	-2	-116	3.4
39. CC(C)C1NC(=S)N(Cc2ccccc2)C1=O (stereo not given)
 : -1	5	1	0	0	3	0	3	-3	0.3
40. CCN(CC)C(=O)c1ccc(Nc2nnc(-c3ccc(O)cc3)c3ccccc23)cc1
 : 1	-2	-251	-321	-1	-6	-3	8	-6	5.8

# Reprinted from the part before: 5 compounds, then new ones.
# Values run as follows: ARFGAP1 inhibitor	DDE Tn7 FP inh	PLC-gamma1 inh	PLCb3 inh	UHRF1 MBD2 ctr	Tn6 DDE FP	MBD2 inh	ASAP1 GAP inh	ADAM17 inh	proKLK7 act
36. Cc1cc(NC(=O)COC(=O)c2c(C)c(C)c(C)c(C)c2C)no1
 : 12	-4	6	-3	0	-8	-6	-2	3	0.1
37. COc1ccc(S(=O)(=O)N2CCCCCC2)cc1NC(=O)CCNC(=O)c1ccc(Cl)cc1
 : 6	1	3	4	-1	-2	-1	7	0	-0.5
38. CCC(=O)Nc1c(-c2ccc3ccccc3c2)nc2ccccn12
 : -14	4	-111	-172	-2	-1	-2	-2	-116	3.4
39. CC(C)C1NC(=S)N(Cc2ccccc2)C1=O (stereo not given)
 : -1	5	1	0	0	3	0	3	-3	0.3
40. CCN(CC)C(=O)c1ccc(Nc2nnc(-c3ccc(O)cc3)c3ccccc23)cc1
 : 1	-2	-251	-321	-1	-6	-3	8	-6	5.8
41. COc1ccc(-n2c(SCC(=O)NCC3CCCO3)nc3c(c2=O)SCC3)cc1 (stereo not given)
 : 14	-6	2	-7	-2	-8	1	-2	-5	-0.4
42. O=C(CSc1nc2cc(Cl)ccc2o1)NC1CC1
 : -2	1	1	-6	2	2	0	0	-5	0.2
43. CN(C)S(=O)(=O)c1ccc(C(=O)Nc2ccccc2C(=O)NCCCN2CCOCC2)cc1
 : -6	-2	4	-10	1	1	6	-2	-4	0.1
44. Cc1ccc(C(=O)Nc2cnc3ccccn3c2=O)cc1
 : -1	2	-25	-36	-3	1	2	-7	-9	-0.5
45. CC(CNC(=O)c1cc(COc2ccc3ncccc3c2)on1)c1ccccc1 (stereo not given)
 : 4	-9	3	-9	1	3	-5	1	6	0.4
46. CCn1cc(Cl)c(C(=O)NNC(=O)CCn2nc(C)c([N+](=O)[O-])c2C)n1
 : -2	1	0	4	6	4	0	-2	-7	-0.4
47. CCOc1ccc(N(CC(=O)NCc2ccccc2)C(=O)Cn2nnc(-c3ccc(C)o3)n2)cc1
 : 3	-8	1	-3	-4	-3	4	6	3	0.1
48. Fc1cccc(CCN2C(=S)NC[C@@H]2CC2CCCCC2)c1
 : 2	-9	7	6	4	6	2	-6	11*	0.0
49. O=C(c1ccc(N2CCN(C(=O)c3ccccc3Br)CC2)cc1)c1cccc(F)c1
 : 14	-1	-110	-181	-2	-5	0	9	-1	0.0
50. O=C(CSC1=NCCS1)Nc1ccc(S(=O)(=O)NC2CCCCC2)cc1
 : -9	4	-1	1	-1	5	1	7	5	0.3
51. Cc1nnc(SCC(=O)N2CCc3ccccc3C2)s1
 : 2	-8	1	5	4	-7	2	5	-1	0.1
52. O=C(Nc1ccc(Cl)c(Cl)c1)c1ccncc1
 : 12	5	0	1	0	1	1	5	1	0.0
53. COc1ccc2[nH]cc(/C=C/c3cc[n+](C)cc3)c2c1
 : 3	-11	-54	-71	-78	5	-36	9	-1	1.9
54. COc1ccc(NC(=S)N(CCN(C)C)Cc2cccs2)cc1
 : 3	7	2	-3	2	-1	5	-9	-2	0.0
55. CCOC(=O)N1C(=O)[C@@](c2ccc(Cl)cc2)(C(C)C)N1C(=O)OCC
 : 6	-4	1	3	3	7	5	-8	-3	0.3
56. CN(Cc1ccon1)C(=O)CC1C(=O)NCCN1CC1CCCCC1 (stereo not given)
 : 14	-10	-22	-30	-2	-5	2	7	-15	1.4
57. CC1=NN(Cc2ccccc2)C(=O)/C1=C\c1ccc(N(C)C)cc1
 : 8	2	-2	2	-31	-15	-18	7	5	0.1
58. Cc1cc(Nc2ccc(OC(F)F)cc2)cc(=O)n1-c1ccc(OC(F)F)cc1
 : 4	0	-7	-8	-3	2	2	2	-4	0.3
59. CNC(=O)CSc1n[nH]c(-c2cc(Cl)ccc2OC)n1
 : 13	-2	-1	-8	-1	-1	-5	-2	-6	0.0

# Hits appear at their usual frequency; about 4.1% have a hit in one of these screens.
